SW480 rereplic = A quantitative high throughput screen for small molecules that induce DNA re-replication in SW480 colon adenocarcinoma cells; Potency, µM (highest dose often 46.1 µM), without a hit: top-dose re-replication activation, actives largely listed as activators; 340,000 compounds, 1.8% hits; SW480 DNA re-replication, Hoechst DNA content imaging, 48 h; also: potency is read from the fitted curve at half-maximal effect; % of control where 0% means no effect; nearly all actives have a fitted effect of over 55% in size
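Image-based read-out: total Hoechst fluorescence of nuclei (405 nm excitation, 500-530 nm emission), with hits raising the fraction of high-intensity nuclei. SW480 colon cells incubated 48 hr with compounds at 37 C.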
IL-1B inflam inh = qHTS for Inhibitors of Inflammasome Signaling: IL-1-beta AlphaLISA Primary Screen; activity change, % at 57.5 µM; 360,000 compounds, 4.7% hits; THP-1 LPS/ATP IL-1B secretion, AlphaLISA, 16 h; active compounds read low; AID 743279, 2014; in the data active = activity change below about -50%; inconclusive = mostly about -30% to -49%; also: % is scaled to controls: 0 for no effect and ±100 for the full control effect
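Secreted IL-1B measured by AlphaLISA bead assay after 16 h compound exposure of THP-1 cells; compounds (final up to 57.5 uM) added 1 h before LPS (250 ng/mL) and ATP (1.25 mM) stimulation; lower signal means less secretion.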
KB-3-1 tox = qHTS assay for MDR1-selective chemotherapeutics: Primary screen using the parental adenocarcinoma cell KB-3-1; KB-3-1 viability, CellTiter-Glo ATP luminescence, 72 h; Potency, µM (doses to about 46.1 µM), for inactives: at the highest dose activity change, negative = cytotoxic, usual class: cytotoxic; 400,000 compounds, 1.4% hits; AID 1347075, 2019; also: potency is read from the fitted curve at half-maximal effect; % is scaled to controls: 0 for no effect and ±100 for the full control effect; nearly all actives have a fitted effect of over 60% in size
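Screening of KB-3-1 cells (DMEM, 10% FBS, phenol-red free) ran from lowest to highest compound concentration; after 72 h at 37 °C viability was read luminescently and curves fitted.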
ATXN2 expr inh = Primary qHTS for Inhibitors of ATXN expression; Potency, µM (highest dose often 57 µM), inactives show at the top dose activity change, negative = inhibition, hits mostly inhibitors; HEK-293 ATXN2-luciferase reporter, luminescence, 24 h; 360,000 compounds, 0.72% hits; AID 1745845, 2022; also: potency is read from the fitted curve at half-maximal effect; % is scaled to controls: 0 for no effect and ±100 for the full control effect; nearly all actives have a fitted effect of over 55% in size
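qHTS (up to 57 uM final) was run with 24 h compound exposure of reporter cells at 37 °C. Each well was multiplexed: SteadyGlo luminescence measured ATXN2-luciferase expression after a fluorogenic Gly-Phe-AFC viability readout (25 uM final).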
MCF10A rereplic = A quantitative high throughput screen for small molecules that induce DNA re-replication in MCF 10a normal breast cells | 350,000 compounds, 2.9% hits | Potency, µM (top dose mostly 46.1 µM), inactives show top-dose activity, positive = re-replication, hits mostly activators | MCF 10A DNA re-replication, Hoechst nuclear intensity, 48 h | AID 624296, 2012; also: potency is read from the fitted curve at half-maximal effect; % of control where 0% means no effect; nearly all actives have a fitted effect of over 50% in size
KB-V1 cytotox = qHTS assay for MDR1-selective chemotherapeutics: Primary screen using the drug-selected MDR subline cells KB-V1; KB-V1 MDR cells viability, CellTiter-Glo, 72 h; Potency, µM (series often up to 46.1 µM), for the others: top-dose activity change, negative = cytotoxicity, most hits filed as cytotoxic; 400,000 compounds, 3.4% hits; also: potency is read from the fitted curve at half-maximal effect; % is scaled to controls: 0 for no effect and ±100 for the full control effect; nearly all actives have a fitted effect of over 60% in size
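KB-V1 MDR subline cells in DMEM (phenol-red free, 10% FBS) exposed to compounds in qHTS concentration series for 72 h at 37 degrees C. Viability read by CellTiter-Glo luminescence; concentration-effect curves fitted after normalization and correction.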
WRN helicase inh = qHTS for Inhibitors of WRN Helicase; WRN helicase unwinding, fluorescent forked duplex, kinetic; Potency, µM (titrated, usually from 114 µM), for the others: at the highest dose activity change, negative = inhibition, usual class: inhibitors; 360,000 compounds, 0.46% hits; also: potency is read from the fitted curve at half-maximal effect; % is scaled to controls: 0 for no effect and ±100 for the full control effect; nearly all actives have a fitted effect of over 55% in size
Target sequence (Q14191 whole entry, looked up): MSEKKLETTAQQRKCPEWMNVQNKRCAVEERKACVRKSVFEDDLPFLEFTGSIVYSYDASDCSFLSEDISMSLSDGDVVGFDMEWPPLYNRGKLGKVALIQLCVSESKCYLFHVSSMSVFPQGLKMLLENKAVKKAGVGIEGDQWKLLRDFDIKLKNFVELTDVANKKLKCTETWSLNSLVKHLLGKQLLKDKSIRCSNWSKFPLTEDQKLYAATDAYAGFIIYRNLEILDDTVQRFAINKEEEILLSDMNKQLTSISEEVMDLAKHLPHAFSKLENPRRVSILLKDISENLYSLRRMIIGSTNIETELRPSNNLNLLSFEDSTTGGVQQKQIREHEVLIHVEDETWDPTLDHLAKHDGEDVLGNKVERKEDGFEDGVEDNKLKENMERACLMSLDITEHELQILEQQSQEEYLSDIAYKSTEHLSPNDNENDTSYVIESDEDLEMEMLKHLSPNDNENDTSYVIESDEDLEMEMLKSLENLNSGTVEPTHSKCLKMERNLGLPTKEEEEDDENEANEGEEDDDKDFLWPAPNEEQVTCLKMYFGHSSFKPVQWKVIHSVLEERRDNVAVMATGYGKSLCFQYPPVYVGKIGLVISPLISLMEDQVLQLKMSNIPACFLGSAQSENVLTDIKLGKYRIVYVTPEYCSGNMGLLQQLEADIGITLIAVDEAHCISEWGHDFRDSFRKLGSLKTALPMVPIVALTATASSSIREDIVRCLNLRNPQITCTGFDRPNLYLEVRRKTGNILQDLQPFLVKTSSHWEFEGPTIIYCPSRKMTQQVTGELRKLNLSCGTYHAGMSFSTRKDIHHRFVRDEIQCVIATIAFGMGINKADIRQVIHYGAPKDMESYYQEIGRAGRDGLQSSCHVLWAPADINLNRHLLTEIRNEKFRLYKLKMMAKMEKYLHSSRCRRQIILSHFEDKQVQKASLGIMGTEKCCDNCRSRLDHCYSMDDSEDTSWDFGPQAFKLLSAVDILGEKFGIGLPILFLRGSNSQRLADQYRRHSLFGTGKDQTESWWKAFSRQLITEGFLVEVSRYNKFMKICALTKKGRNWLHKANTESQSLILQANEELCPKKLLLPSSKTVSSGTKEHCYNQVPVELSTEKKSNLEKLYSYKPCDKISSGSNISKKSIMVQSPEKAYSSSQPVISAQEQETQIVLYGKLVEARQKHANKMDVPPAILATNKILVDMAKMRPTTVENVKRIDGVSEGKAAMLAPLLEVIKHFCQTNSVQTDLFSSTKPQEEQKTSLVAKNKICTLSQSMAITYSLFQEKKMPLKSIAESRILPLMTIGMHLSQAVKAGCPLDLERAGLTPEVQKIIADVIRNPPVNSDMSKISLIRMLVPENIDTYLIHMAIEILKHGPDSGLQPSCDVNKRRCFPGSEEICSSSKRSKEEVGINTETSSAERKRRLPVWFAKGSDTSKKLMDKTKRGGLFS
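WRN at 20 nM final was preincubated with compound for 15 min at room temperature; reaction started with 100 nM forked duplex oligonucleotide carrying fluorophore and quencher plus 2 mM ATP (final). Unwinding followed kinetically by red fluorescence (ex 525/em 598 nm).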
HT1080 IDH1KD tx = qHTS for induction of synthetic lethality in tumor cells producing 2HG: qHTS for the HT-1080-IDH1KD cell line | HT-1080 IDH1 knockdown viability, ATP luminescence, 48 h | Potency, µM (series often up to 46.1 µM), without a hit: at the top dose activity, negative = toxicity, hits mostly cytotoxic | 360,000 compounds, 2% hits;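 also: potency is read from the fitted curve at half-maximal effect; 0% = DMSO wells and -100% = cell-free medium wells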
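After a 2 h attachment period, IDH1KD HT-1080 cells took pin-transferred compound for 48 h at 37 °C; ATP-based luminescence after 10 min room-temperature reagent incubation reported viability.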
HT1080NT lethal = qHTS for induction of synthetic lethality in tumor cells producing 2HG: qHTS for the HT-1080-NT fibrosarcoma cell line. HT-1080-NT fibrosarcoma viability, CellTiter-Glo ATP luminescence, 48 h. Potency, µM (doses to about 46.1 µM), inactives show at the top dose activity, negative = less viability, actives largely listed as cytotoxic. 360,000 compounds, 1.6% hits;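 also: NT is the 2HG producing partner of a matched IDH1 knockdown line; potency is read from the fitted curve at half-maximal effect; 0% = DMSO-treated cells and -100% = media-only wells without cells; nearly all actives have a fitted effect of over 55% in size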
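Luminescent CellTiter-Glo readout after 48 hours of compound exposure at 37 degrees C defined viability of HT-1080-NT cells. Activity was normalized to DMSO wells and cell-free media wells; concentration-response curves were fitted and assigned curve classes.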
* hit, by the source's call; u = inconclusive; x = no result given; & = joins results of further samples; [ ] = another dose, or the depositor's remark. Unless noted, calls follow the shape of the dose curve; as a rule, active = well fitted curve in the direction sought with a large enough effect; inconclusive = small, poorly fitted or top-dose-only effect, or another doubt; inactive = no such curve, though single readings can be large; an effect the other way counts as inactive or inconclusive.

SMILES	SW480 rereplic	IL-1B inflam inh	KB-3-1 tox	ATXN2 expr inh	MCF10A rereplic	KB-V1 cytotox	WRN helicase inh	HT1080 IDH1KD tx	HT1080NT lethal
Cc1oc(-c2ccccc2F)nc1CS(=O)CC(=O)NCCN1CCCCC1C (centres undefined)	-21%	-17	13%	1%	0%	u	-6%	-10%	-3%
Nc1ccc(-c2ccc(N)cc2C(F)(F)F)c(C(F)(F)F)c1	-1%	-2	u	2%	0%	16%	-2%	u	u
CCOC(=O)C1=C(COC(=O)c2ccc(C)s2)NC(=O)NC1C (centres undefined)	u	-3	12%	u	-8%	0%	-4%	6%	4%
Cc1cc2c(c(C)nn2-c2ccccc2)c(=O)o1	11%	10	-6%	8%	u	0%	-1%	0%	5%
Cc1cccc(Cl)c1NNC(=O)Nc1c([N+](=O)[O-])c(C)nn1C	-4%	32	8%	5%	0%	10%	14%	3%	8%
C/C(Cl)=C\Cn1c(Nc2ccccc2)nc2c1c(=O)n(C)c(=O)n2C	3%[9.22 µM]	-6	-3%	-4%	12%	0%	3%	2%	0%
COCCNC(=O)CC(=O)N/N=C/c1ccc(C(=O)OC)cc1	-4%	19	-2%	-6%	-1%	0%	6%	12%	u
Cc1cc(Cl)ccc1N(CC(=O)NCCSCc1ccco1)S(C)(=O)=O	-1%	-5	-17%	-3%	0%	u	-6%	-1%	u
O=C(N/N=C/c1cccnc1)c1ccc(F)cc1	-5%	-11	3%	3%	-11%	u	8%	13%	25%
CN(C)CC(=O)N[C@@H]1C=C[C@@H](CC(=O)NCCN2CCCCC2)O[C@@H]1CO	x	20	2%	x	x	7%	10%	5%	14%
CC1(c2nnc(-c3cccc(Cl)c3)o2)CC(c2ccc(OC(F)(F)F)cc2)=NO1 (centres undefined)	1%	7	14%	15%	3%	5%	-1%	10%	11%
CCOc1ccc(NC(=O)CSc2nc(-c3cccs3)cc(C(F)(F)F)n2)c([N+](=O)[O-])c1	11%	6	13%	u	12µM*	1%	-8%	-17%	-23%
COc1cccc(C(=O)O[C@H]2[C@H](Cc3ccccc3)NS(=O)(=O)[C@H]3C[C@@H]4C=C[C@]23O4)c1	16%	-1	-5%&14%	8%	-6%	-14%&-12%	-34%	-8%	-5%
CCOC(=O)CCNC(=O)CCNC(=O)C(c1ccccc1)c1ccccc1	-8%	-12	17%	-11%	-2%	-1%	-2%	11%	6%
Cc1ncsc1C(=O)N1CCCC(CNS(=O)(=O)c2cccs2)C1 (centres undefined)	-6%	-6	2%	-25%	3%	u	3%	-1%	-1%
CC(Oc1ccc(Cl)cc1)c1ccnn1S(=O)(=O)c1ccc(Cl)cc1 (centres undefined)	3%	-21	-2%	-24%	22%	0%	-8%	-15%	-11%
COc1ccc(N2CCN(C(=O)CCC(=O)c3cc(C)sc3C)CC2)cc1	11%	-27	-2%	-21%	6%	-14%	-4%	5%	0%
COc1ccc(NC(=O)COC(=O)CNS(=O)(=O)c2ccc(C)cc2)c(OC)c1	-1%	5	2%	-9%	-3%	0%	1%	28%	21%
COc1ccc(-c2sc(Nc3cccc4ccccc34)n[n+]2C)c(C)c1C	-9%	7	18%	2%	10%	-6%	2%	13%	25%
CCOC(=O)C1(Cc2ccc(OC)cc2)CCN(C(=O)C2CC(=O)N(C3CC3)C2)CC1 (centres undefined)	-5%	15	-3%	15%	-1%	14%	1%	2%	-1%
c1ccc2c(Cn3ccnc3)c[nH]c2c1	-6%	19	-16%	-9%	-6%	7%	4%	-29%	-6%
CCOC(=O)c1nc(C)n(-c2ccc(Cl)cc2Cl)n1	-6%	9	3%	8%	-1%	-28%	1%	5%	-5%
O=C(O)c1ccccc1-c1ccc(/C=C2\SC(=O)N(c3ccccc3)C2=O)o1	-4%	15	-1%	x	11%	9%	-6%[11.6 µM]	3%	8%
Cc1nn2cc(-c3ccc(Cl)cc3)nc2s1	-14%	24	1%	-26%	0%	u	13%	5%	-2%
COC(=O)c1ccc([C@H]2CC(=O)O2)cc1	u	-96*	u	-39%	u	-21%	-11%	-14%	-13%
O=C(CNC(=O)c1cc(Cl)nc2ccccc12)Nc1ccccc1Br	-5%	11	10%	-4%	-3%	8%	4%	0%	0%
ClCCN1C2=NCCCN2c2ccccc21	-41%[inhibitor]	0	1%	x	-4%	2%	-2%	0%	-6%
O=C1/C(=C/Nc2ccc3c(c2)OCO3)CCc2ccccc21	u	-2	u	6%	u	23µM*	-17%	u	u
Cc1cc(NC(=O)CSCC(=O)N(c2cccc(Cl)c2)C(C(=O)NC2CCCCC2)c2ccc(O)c(O)c2)no1 (centres undefined)	11%	0	19%	-12%	2%	-5%	-1%	-12%	1%
CCOc1cc(/C=N/NC(=O)CNc2cccc(C)c2)ccc1OC(=O)c1ccccc1	0%	-7	-1%	-3%	1%	-3%	0%	-1%	-1%

Some of these compounds in order of number of heavy atoms, ascending.
SMILES	SW480 rereplic	IL-1B inflam inh	KB-3-1 tox	ATXN2 expr inh	MCF10A rereplic	KB-V1 cytotox	WRN helicase inh	HT1080 IDH1KD tx	HT1080NT lethal
Cc1nn2cc(-c3ccc(Cl)cc3)nc2s1	-14%	24	1%	-26%	0%	u	13%	5%	-2%
O=C1/C(=C/Nc2ccc3c(c2)OCO3)CCc2ccccc21	u	-2	u	6%	u	23µM*	-17%	u	u
O=C(O)c1ccccc1-c1ccc(/C=C2\SC(=O)N(c3ccccc3)C2=O)o1	-4%	15	-1%	x	11%	9%	-6%[11.6 µM]	3%	8%

Next records follow:
SMILES	SW480 rereplic	IL-1B inflam inh	KB-3-1 tox	ATXN2 expr inh	MCF10A rereplic	KB-V1 cytotox	WRN helicase inh	HT1080 IDH1KD tx	HT1080NT lethal
O=C(NCc1ccccc1)C12CC3CC(CC(Cl)(C3)C1)C2	-15%	-13	6%	-8%	-3%	-16%	-30%	14%	2%
Cc1c(-c2nc(-c3ccc(C(F)(F)F)cc3)no2)n(C)oc1=O	-5%	10	11%	20%	3%	3%	2%	-14%	3%
COC(=O)c1c(-c2ccccc2)csc1NC(=O)CSc1ncnc2sc(C)c(C)c12	3%	14	-23%	-9%	-6%	12µM*	-26%[57.1 µM]	3%	1%
COc1cccc(C2=CC(c3ccc(OC)c(OC)c3)NC(=S)N2)c1 (centres undefined)	5%	-2	-9%	x	9%	-21%	-4%	0%	-4%
Cc1ccc2nsnc2c1N(S(C)(=O)=O)S(C)(=O)=O	-1%	2	2%	-5%	-1%	-12%	-32%[57.1 µM]	-2%	0%
COc1ccc(-c2nc(N)nc(C)c2Oc2ccccc2Br)c(O)c1	u	4	u	-12%	15µM*	u	-17%	-2%[9.24 µM]	u
CN(Cc1ccccc1)C(=O)Cn1c(=O)oc2cc(S(=O)(=O)N3CCCC3)ccc21	-5%	8	3%	-14%	12%	u	1%	1%	-1%
CC(C)CN(CC(C)C)C(=O)CN1C(=O)NC2(CCc3ccccc3C2)C1=O (centres undefined)	1%	-1	0%	x	-6%	3%	9%	3%	4%
COc1cccc(C(=O)NC(=S)Nc2ccccc2N2CCOCC2)c1	7%	-7	x	-11%	29%	x	-25%	2%	2%
N#Cc1c(N)nc2c(c1-c1ccccc1)CCC2	u	11	u	45%[activator]	u	10µM*	-4%	3%	0%
CC(C)Cc1ccc(CN2CCCC(NC(=O)c3cnc4ccccn4c3=O)C2)cc1 (centres undefined)	u	20	16µM*	u	u	u	0%	-7%	-11%
O=C(NC(N1CCOCC1)C(Cl)(Cl)Cl)c1ccc(F)cc1 (centres undefined)	1%	-5	6%	-12%	4%	4%	-4%	14%	2%
Cc1cccc(N(CC(=O)N2CCCCCC2)S(C)(=O)=O)c1C	1%	0	u	6%	2%	-21%	-2%	-6%	-10%
N#Cc1ccccc1NC(=O)COc1ccc2c(c1)OCO2	-10%	-6	-7%	27%	-4%	-12%	5%	7%	u
CC(=O)N1c2ccc(S(=O)(=O)NCCC(=O)Nc3ccc(C)c(Cl)c3)cc2CC1C (centres undefined)	2%	88	-13%	-18%	6%	-8%	7%	-5%	-2%
Cc1ccc(CNC(=O)C2CC3Cn4c(nc5ccccc54)C3N2C)o1 (centres undefined)	-11%	28	18%	0%	-8%	11%	11%	12%	14%
COC(C(=O)Nc1ccccc1C(=O)N1CCOCC1)c1ccccc1 (centres undefined)	-2%	10	10%	10%	0%	8%	-7%	7%	-1%
Cc1ccccc1OCC(=O)Nc1ccc(S(=O)(=O)Nc2ccccn2)cc1	x	0	-11%	-6%	2%	u	-28%	-1%	-2%
CCCC(C)C(=O)Nc1ccc(S(=O)(=O)N2CCCC2)cc1 (centres undefined)	1%	6	-2%	-8%	2%	u	3%	19%	9%
COc1ccc(OC)c(C=NNC(=O)c2ccc(NS(=O)(=O)c3cccs3)cc2)c1	10%	26	-10%	2%	5%	32%	-34%	-20%	-21%
COc1cccc(OCc2cc(C(=O)NCc3cnc4ccccn34)no2)c1	1%	16	u	x	-16%	-15%	6%	-11%	-28%
COCCN(CCOC)S(=O)(=O)c1ccc(C(=O)Nc2c(C)n(C)n(-c3ccccc3)c2=O)cc1	0%	8	-4%	7%	-2%	-1%	-5%	14%	6%
CN(C)CCNc1ncnc2sc(-c3ccccc3)cc12	22%	-72*	0%	u	u	-23%	9%	u	u
